4-MU autofl – 4-MU region autofluorescence; compound autofluorescence, 340/450 nm, 4-MU equivalents; active compounds read high; max dye-equivalent concentration, M; 59,000 compounds, 11% hits; in the data active means max dye-equivalent concentration above about 10 nM; inconclusive means mostly about 1.1 nM to 9.6 nM
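Compounds in 100 mM Tris, pH 8.0, sat 15 min at room temperature before fluorescence was read at 340 nm excitation/450 nm emission; a per-plate six-point 4-MU standard curve converted signals to dye-equivalent concentration at each compound concentration.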
HADH2 inhib – blocks human hydroxyacyl-CoA dehydrogenase type II; Potency, µM (highest dose often 57.1 µM), for the others: at the highest dose activity change, negative = inhibition, actives largely listed as inhibitors; 73,000 compounds, 3.4% hits; Q99714; recombinant HADH2, NADH fluorescence, beta-hydroxybutyryl-CoA; further: potency means the concentration at half of the fitted maximal effect; on the % scale 0 is the no-effect control and ±100 the full control effect; nearly all actives have a fitted effect of over 60% in size; many of its hits are not listed in these tables
Target sequence (Q99714 whole entry, looked up, one chain of several): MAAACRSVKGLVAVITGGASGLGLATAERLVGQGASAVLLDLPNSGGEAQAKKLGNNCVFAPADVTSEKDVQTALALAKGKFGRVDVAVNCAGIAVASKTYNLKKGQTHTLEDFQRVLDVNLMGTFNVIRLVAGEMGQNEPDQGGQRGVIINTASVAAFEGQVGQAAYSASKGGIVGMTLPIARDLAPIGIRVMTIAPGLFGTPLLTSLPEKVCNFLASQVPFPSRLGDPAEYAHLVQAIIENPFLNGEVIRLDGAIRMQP
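Buffer 100 mM Tris-HCl pH 9.0/0.01% Tween-20; HADH2 20 nM; NAD+ 1 mM; beta-hydroxybutyryl-CoA 90 uM (all final). 15 min cpd preincubation, RT.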
HBB splicing – modulators of hemoglobin beta chain splicing; HBB splicing reporter cell assay, activation; EGFP reporter with mutant IVS2-654 intron; response scale: normalised to 500 nM splice-correcting PNA; Potency, µM (doses to about 46.1 µM), for inactives: at the highest dose activation, hits mostly activators; 65,000 compounds, 0.06% hits; AID 925; further: potency means the concentration at half of the fitted maximal effect; 0% is about no effect
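Compounds were applied for 2 days to HeLa EGFP-654 cells, 500/well in Optimem with 2% FCS. The reporter's EGFP is disrupted by mis-splicing of beta-globin intron IVS2-654. Readout: summed well GFP fluorescence from 488 nm laser scanning; reference was 500 nM antisense […] 654 PNA.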
ALOX15 inhib – blocks human 15-lipoxygenase activity; P16050; purified 15hLO-1, xylenol orange hydroperoxide absorbance; Potency, µM (titrated, usually from 57.1 µM), without a hit: top-dose activity change, negative = inhibition, hits mostly inhibitors; 74,000 compounds, 1.4% hits; further: potency means the concentration at half of the fitted maximal effect; on the % scale 0 is the no-effect control and ±100 the full control effect; nearly all actives have a fitted effect of over 55% in size
Target sequence (P16050 whole entry, looked up): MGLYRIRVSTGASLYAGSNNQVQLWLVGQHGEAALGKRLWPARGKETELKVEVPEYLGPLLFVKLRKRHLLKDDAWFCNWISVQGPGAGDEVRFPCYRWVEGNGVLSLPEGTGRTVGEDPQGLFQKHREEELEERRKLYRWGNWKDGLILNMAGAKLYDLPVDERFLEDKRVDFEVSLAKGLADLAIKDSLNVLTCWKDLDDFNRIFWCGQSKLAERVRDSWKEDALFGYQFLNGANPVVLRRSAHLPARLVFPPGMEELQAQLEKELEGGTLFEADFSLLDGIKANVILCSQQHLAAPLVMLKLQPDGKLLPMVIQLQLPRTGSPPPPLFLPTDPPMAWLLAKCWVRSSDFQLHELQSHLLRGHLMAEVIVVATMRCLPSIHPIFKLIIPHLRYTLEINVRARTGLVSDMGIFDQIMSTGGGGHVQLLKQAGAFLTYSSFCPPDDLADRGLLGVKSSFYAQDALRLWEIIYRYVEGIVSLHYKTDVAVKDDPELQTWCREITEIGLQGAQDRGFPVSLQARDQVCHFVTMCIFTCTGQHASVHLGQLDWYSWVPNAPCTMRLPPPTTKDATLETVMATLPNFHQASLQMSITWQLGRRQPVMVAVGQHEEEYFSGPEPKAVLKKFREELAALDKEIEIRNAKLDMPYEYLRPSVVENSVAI
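Hydroperoxide formed from arachidonic acid (50 uM) by purified human 15hLO-1 (40 nM) oxidizes ferrous iron, and the ferric-xylenol orange complex is read at 573 versus 405 nm. Compounds were preincubated 15 min; reaction ran 6 min at room temperature.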
UbGFP stabilizer – inhibits proteasome, raising ubiquitin-GFP reporter fluorescence. Ubiquitin-GFP reporter cells, proteasome inhibition, GFP fluorescence; response scale: untreated = 0%, 10 µM MG-132 = 100%. 67,000 tested, under 10 active. Potency, µM (titrated, usually from 45.9 µM), for the others: top-dose activation (GFP accumulation), usual class: activators. AID 526; active means well fitted activation curve with a large enough effect, not every such curve was filed as active; inconclusive means small, poorly fitted or top-dose-only effect, or another doubt; inactive means no such curve, though single readings can be large or run the other way; further: potency means the concentration at half of the fitted maximal effect
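GFP accumulation read-out: laser plate cytometry counting ubiquitin(G76V)-GFP-expressing U2OS cells after 4 hr compound exposure at 37 °C. Titrations spanned 46 uM to 2.9 nM; 0% = basal, 100% = 10 uM MG-132; concentration-response curves fitted.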
Hsp90 Hop PPI – changes Hsp90-Hop TPR2A binding signal, up or down. AlphaScreen TPR2A-His6 binding biotin-Hsp90 C-terminal peptide. Potency, µM (titrated, usually from 57 µM), for inactives: at the top dose activity change, negative = inhibition. 71,000 compounds, 0.44% hits; active means well fitted curve in either direction with a large enough effect; inconclusive means small, poorly fitted or top-dose-only effect, or another doubt; further: potency means the concentration at half of the fitted maximal effect; on the % scale 0 is the no-effect control and ±100 the full control effect; many of its hits are not listed in these tables
Fluorescein fluor – compound autofluorescence in fluorescein spectral region; Compound autofluorescence, 480/540 nm, fluorescein-equivalent; active compounds read high; max fluorescein-equivalent concentration, M; 59,000 compounds, 0.91% hits; AID 593; in the data active means max fluorescein-equivalent concentration above about 10 nM; inconclusive means between about 1.1 nM and that limit
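Compounds (23 nL) in 100 mM Tris pH 8.0, 15 min at room temperature, then fluorescence read at 480 nm excitation/540 nm emission. Signal converted to fluorescein-equivalent concentration from an on-plate fluorescein standard curve.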
TexasRed autofl – Texas Red region autofluorescence; 59,000 compounds, 0.06% hits; max dye-equivalent concentration, M; Compound fluorescence, Texas Red channel, 547/618 nm; active compounds read high; in the data active means max dye-equivalent concentration above about 10 nM; inconclusive means between about 1.1 nM and that limit
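Fluorescence at ex 547/em 618 nm, normalized against an on-plate Texas Red standard series to give dye-equivalent concentration per compound concentration. Buffer 100 mM Tris, pH 8.0; 15 min RT incubation before CCD imaging.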
Rhodamine autofl – compound autofluorescence in rhodamine spectral region. max dye-equivalent concentration, M. AID 594. Rhodamine-region fluorescence, 547/598 nm, Tris buffer; active compounds read high. 59,000 compounds, 0.05% hits; in the data active means max dye-equivalent concentration above about 11 nM; inconclusive means between about 1.1 nM and that limit
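Compounds in 100 mM Tris buffer, pH 8.0, were incubated 15 min at room temperature, then read at 547 nm excitation and 598 nm emission. Fluorescence was normalized against a per-plate six-point rhodamine standard curve as dye-equivalent concentration.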
Epigenetic mod – epigenetic GFP locus derepression in mouse cells | Potency, µM (highest dose often 46.1 µM), without a hit: at the top dose GFP derepression (activation) | mouse C127i GFP locus derepression, cytometry, 30 h | 68,000 compounds, 0.09% hits; further: % of control where 0% means no effect
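Derepression screen: silenced CMV-GFP reporter in murine C127i cells, 30 h compound incubation at 37 C, washed cells imaged by laser-scanning cytometer to enumerate GFP-expressing objects of 20 to 120 um.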
DNA Pol III inh – inhibitors of bacterial DNA polymerase III holoenzyme; reconstituted DNA polymerase III holoenzyme replication, biochemical; Potency, µM (top dose mostly 57.1 µM), for the others: at the top dose activity change, negative = inhibition; 71,000 compounds, 0.25% hits; further: potency means the concentration at half of the fitted maximal effect; on the % scale 0 is the no-effect control and ±100 the full control effect
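Reconstituted *E. coli* holoenzyme (0.35 nM Pol III, 1 nM beta, 154 nM SSB, 2 nM primase) was preincubated with compound for 15 min at RT. Synthesis on 1.4 nM ssM13Gori ran 35 min, then was stopped with PicoGreen/EDTA and read as dsDNA fluorescence.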
* marks the source's active call; other numbers are inactive results; i = inactive; ? = inconclusive; / = no result given; & = joins results of further samples; ! = not confirmed by another sample; [ ] = remark or other dose. Unless noted, the call rests on the fitted dose curve; in most records, active means well fitted curve in the direction sought with a large enough effect; inconclusive means small, poorly fitted or top-dose-only effect, or another doubt; inactive means no such curve, though single readings can be large; an effect the other way counts as inactive or inconclusive.

SMILES	4-MU autofl	HADH2 inhib	HBB splicing	ALOX15 inhib	UbGFP stabilizer	Hsp90 Hop PPI	Fluorescein fluor	TexasRed autofl	Rhodamine autofl	Epigenetic mod	DNA Pol III inh
Cc1ccc(Cn2nnc3c(=O)[nH]c(C4CCN(C(=O)Cc5cccs5)CC4)nc32)cc1	i	14%	/	-4%	4%	-5%	i	i	i	-1%	-4%
CCCn1c(=S)[nH]c2cc(C(=O)N3CCN(c4ccccc4OC)CC3)ccc2c1=O	i	4%	1.3%[0.369 µM]	-13%	/	-3%	?	?	i	6%	-12%
COc1ccc(C)cc1S(=O)(=O)N(C)CC(=O)N1CCCCCC1	i	-3%	-0.6%	9%	-2%	2%	i	i	i	1%	-4%
Cc1occc1C(=O)N1CCN(S(C)(=O)=O)CC1	i	-9%	-2.1%	4%	-6%	-2%	i	i	i	6%	-2%
CCCn1c(=O)c(C(=O)Nc2cnccn2)c(O)c2ccccc21	i	3%	0.9%[57.5 µM]	6%	1%	-1%	?	i	i	-2%	?
O=C(Nc1ccc(F)cc1)c1oc2ccccc2c1NC(=O)C1CCCC1	i	-1%	-0.4%	-6%	-8%	-4%	i	i	i	0%	2%
COC(=O)CSc1nc2ncc(Cl)cc2[nH]1	i	-9%	0.3%[57.5 µM]	-3%	-1%	-1%	?	i	i	0%	3%
CCn1c(=N)n(CC(=O)c2cccc(OC)c2)c2ccccc21	i	3%	0.3%[0.369 µM]	-5%	/	0%	i	?	i	0%	0%
C=C(C)COc1ccc2c(c1)CCC1C2CC[C@]2(C)C(=O)/C(=N/O)CC12 (stereo partly specified)	i	3%[11.4 µM]	0.7%[9.22 µM]	4%[11.4 µM]	4%[9.17 µM]	?	i	i	i	2%[9.22 µM]	-8%[11.4 µM]
CC1(C)[C@@H]2CC[C@@](C)(C2)[C@H]1OC(=O)c1ccccc1C(=O)O	i	6%[11.4 µM]	1.6%[9.22 µM]	10%[11.4 µM]	1%[9.17 µM]	-1%[11 µM]	?	i	i	-1%[9.22 µM]	-11%[11.4 µM]
CC1(C)CC(=O)C2=C(C1)N(Cc1ccco1)C(=O)C2(NC(=O)C1CCCCC1)C(F)(F)F (stereo unspecified)	i	-8%	3.2%	-12%	-7%	-5%	?	i	i	8%	2%
O=S(=O)(c1ccccc1)n1nc(-c2ccccc2)nc1NCc1ccco1	i	-1%	-1.9%[57.5 µM]	-16%	2%	9%	?	i	i	2%	3%

Whole records as entered above. Screens in order: 4-MU autofl	HADH2 inhib	HBB splicing	ALOX15 inhib	UbGFP stabilizer	Hsp90 Hop PPI	Fluorescein fluor	TexasRed autofl	Rhodamine autofl	Epigenetic mod	DNA Pol III inh
CCCn1c(=S)[nH]c2cc(C(=O)N3CCN(c4ccccc4OC)CC3)ccc2c1=O as listed: i	4%	1.3%[0.369 µM]	-13%	/	-3%	?	?	i	6%	-12%
Cc1ccc(Cn2nnc3c(=O)[nH]c(C4CCN(C(=O)Cc5cccs5)CC4)nc32)cc1 as listed: i	14%	/	-4%	4%	-5%	i	i	i	-1%	-4%
CCCn1c(=O)c(C(=O)Nc2cnccn2)c(O)c2ccccc21 as listed: i	3%	0.9%[57.5 µM]	6%	1%	-1%	?	i	i	-2%	?
CC1(C)CC(=O)C2=C(C1)N(Cc1ccco1)C(=O)C2(NC(=O)C1CCCCC1)C(F)(F)F (stereo unspecified) as listed: i	-8%	3.2%	-12%	-7%	-5%	?	i	i	8%	2%

Next compounds follow:
SMILES	4-MU autofl	HADH2 inhib	HBB splicing	ALOX15 inhib	UbGFP stabilizer	Hsp90 Hop PPI	Fluorescein fluor	TexasRed autofl	Rhodamine autofl	Epigenetic mod	DNA Pol III inh
Cc1noc(C)c1S(=O)(=O)N1CCC(C(=O)N2CCN(C(=O)c3ccco3)CC2)CC1	i	2%	-2.1%	3%	4%	-1%	i	?	i	1%	-1%
S=c1sc2c(N3CCOCC3)ncnc2n1-c1ccccc1	/	-6%	-0.5%	-9%	2%	-3%	/	/	/	/	-8%
CCN(CC)CCCNC(=O)C1CCN(C(=O)c2cc3sccc3n2Cc2ccc(F)cc2)CC1	i	0%	0.1%	-10%	7%	-4%	i	?	i	1%	-4%
COc1ccccc1NC(=O)Nc1ccc2c(c1)OCCO2	i	-1%	1.2%	-3%	-3%	-8%	?	i	i	5%	3%
COc1cccc(CNC2CCCC2)c1	/	-1%	-1.1%[9.22 µM]	8%	-8%	-2%	/	/	/	-7%	10%
CC(C)C(=O)NCCc1nc2ccccc2n1C	i	3%	0.7%	5%	0%	-2%	i	i	i	-3%	-1%
C=CCN=C(NC#N)SCC(=O)NCc1ccccc1	i	?	0.0%	-8%	-2%	-5%	i	?	i	-3%	-2%
CS(=O)(=O)Nc1ccccc1Oc1ccccc1	/	3%[11.4 µM]	-3.0%[0.0738 µM]	2%[11.4 µM]	?	-1%[11 µM]	/	/	/	2%	-3%[11.4 µM]
N#Cc1nc(COc2ccccc2Cl)oc1NCc1ccc(F)cc1	1.4e-07M*	/	/	/	/	/	i	i	i	4%[20.6 µM]	/
O=C(c1ccccc1)N1CCn2c(nc3ccccc32)C1	/	8%[11.4 µM]	-2.0%[0.0738 µM]	4%[11.4 µM]	-3%[9.17 µM]	-5%[11 µM]	/	/	/	0%	0%[11.4 µM]
COc1cccc(N2CCN(Cc3cccnc3)CC2)c1	/	0%	-5.6%	-5%	-13%	-4%	/	/	/	-4%	-4%
Cn1c(=O)cc(OCCCC(=O)Nc2cccnc2)c2ccccc21	i	1%	-1.3%	8%	4%	-1%	?	i	i	-1%	-4%
O=C(c1csc(Nc2ccccc2Cl)n1)N1CCCC1	i	?	-2.9%	?	-6%	-2%	i	i	i	0%	-1%
CCOc1ccccc1Nc1cc(C)nc2nc(C)nn12	/	-4%	0.4%	-3%	1%	3%	/	/	/	0%	-9%
Cn1c(=O)oc2cc(S(=O)(=O)NC3CCCc4ccccc43)ccc21 (stereo unspecified)	/	11%	-1.8%	4%	12%	-1%	/	/	/	/	-1%
CCN(CC)C(=O)CC(c1ccc(F)cc1)c1ccco1 (stereo unspecified)	i	4%	6.3%	0%	-3%	-3%	i	i	i	-3%	-6%
Cc1cc(NC(=O)c2cccc(F)c2)ncc1NC(=O)c1ccco1	i	-1%	/	3%	-7%	-3%	i	?	i	5%	-4%
CCOC(=O)c1cnn2c(C(F)(F)F)cc(-c3ccco3)nc12	1.2e-06M*	-20%	/	1%	2%	8%	i	i	i	-2%	-8%
CC1CCN(c2oc(Cc3cccc4ccccc34)nc2C#N)CC1	i	3%	1.0%[57.5 µM]	-11%	-6%	?	i	i	i	2%	5%
CN(C(=O)c1ccccn1)c1nnc(-c2cnccn2)s1	i	0%	/	0%	1%	-10%	i	i	i	0%	7%
O=C1C(Cl)=C(NCC2CCCO2)C(=O)N1C1CCCCC1 (stereo unspecified)	/	-20%	-1.3%	-5%	3%	11%	/	/	/	8%	2%
O=C(NCCN1CCC(Cc2ccccc2)CC1)C1CCCN(S(=O)(=O)c2cnc[nH]2)C1 (stereo unspecified)	/	7%	2.9%	-17%	-3%	-1%[2.3 µM]	/	/	/	/	-4%
COc1ccccc1CNc1ncnc2nc[nH]c12	/	2%	0.3%	18%	0%	-1%	/	/	/	/	3%
Cc1ccccc1CSCC(=O)NC(=O)NCc1ccco1	i	-7%	0.0%[57.5 µM]	-10%	-3%	-4%	i	i	i	5%	-10%
COc1ccc(C2C(C(C)=O)=C(O)C(=O)N2CCCn2ccnc2)cc1OC (stereo unspecified)	i	-20%	/	7%	-1%	-23%	i	i	i	-2%	-7%
COCCNc1ncncc1-c1c(C)noc1C	i	?	0.7%	-17%	-6%	-5%	?	i	i	2%[9.22 µM]	-6%
OC(Cn1ccnc1)c1ccc(Cl)cc1Cl (stereo unspecified)	i	4%	-0.3%[57.5 µM]	-10%	1%	-3%	?	i	i	3%	-1%
CC(C)N=c1cc2n(-c3ccc(Cl)cc3)c3ccccc3nc-2cc1Nc1ccc(Cl)cc1	2.1e-07M*!	3%[25.6 µM]	2.3%[20.6 µM]	1%[25.6 µM]	2%[20.5 µM]	-7%[26 µM]	?	?	i	0%&2%[20.6 µM]	-7%[25.6 µM]
COc1ccc(C(=O)c2oc3ccc(Br)cc3c2NC(C)=O)cc1	/	0%	0.6%	-3%	-12%	2%	/	/	/	-2%	-7%
COCCNC(=O)C(c1ccco1)N(C(=O)Cn1nnc2ccccc21)c1cccc(C)c1C (stereo unspecified)	i	3%	-0.1%	-2%	-3%	-4%	?	i	i	0%	-12%
O=C(CSc1nc(NS(=O)(=O)c2ccccc2)cc(=O)[nH]1)Nc1ccc(F)cc1	i	5%	/	?	5%	4%	i	i	i	0%	-4%

Assay outcomes from PubChem BioAssay.

The list is partial, so the mix of outcomes need not match the whole.
